# GlmU inhibition: inhibition of mycobacterial GlmU enzyme – biochemical, glucosamine-1-phosphate acetyltransferase (AID 1376). 0.25% of 220,000 active. inhibition, %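 (tested at 30 µM in the primary screen)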; hits with a dose series show IC50 in µM. M. tuberculosis GlmU acetyltransferase enzyme assay; higher % means a stronger effect; in the data active means inhibition above about 13%;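 further: 0% = complete reaction with vehicle and 100% = reaction without substrate; strong numbers were not always called active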
# RmlCD inh 1536: M. tuberculosis RmlC/RmlD inhibition | P9WH09+P9WH11 | RmlC+RmlD coupled enzyme assay, percent inhibition; primary screen in compound mixtures | inhibition, % at 3.6 µM | 0.03% of 160,000 active; in the data active means inhibition mostly above about 34%, no sharp cut-off; further: some results filed as inactive read as strong as hits
# Target sequence (P9WH09 whole entry, looked up): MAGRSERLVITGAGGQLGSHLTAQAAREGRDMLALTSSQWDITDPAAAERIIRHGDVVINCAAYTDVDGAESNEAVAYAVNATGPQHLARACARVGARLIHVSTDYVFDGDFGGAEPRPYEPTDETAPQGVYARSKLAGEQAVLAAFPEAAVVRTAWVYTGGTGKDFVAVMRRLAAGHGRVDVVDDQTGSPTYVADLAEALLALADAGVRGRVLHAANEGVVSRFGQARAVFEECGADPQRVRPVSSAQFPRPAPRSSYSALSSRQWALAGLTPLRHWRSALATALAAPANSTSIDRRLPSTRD
# Target sequence (P9WH11 whole entry, looked up): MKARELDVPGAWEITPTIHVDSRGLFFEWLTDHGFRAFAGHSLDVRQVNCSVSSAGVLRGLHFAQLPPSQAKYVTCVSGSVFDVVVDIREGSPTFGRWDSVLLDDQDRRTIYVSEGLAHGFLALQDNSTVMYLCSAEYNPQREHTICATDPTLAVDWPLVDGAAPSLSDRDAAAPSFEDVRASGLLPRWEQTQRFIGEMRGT
# * hit, by the source's call; nt = no result given; & = joins results of further samples. Only part of the results is shown. The share of hits here may be higher or lower than overall.
SMILES,GlmU inhibition,RmlCD inh 1536
Cc1ccc2cccc(S(=O)(=O)N3CCN(c4cccc(Cl)c4)CC3)c2n1,2.4%,nt
CCCCC(C(=O)NC1CCCC1)N(Cc1ccco1)C(=O)Cn1nnc(-c2ccc(F)cc2)n1 (stereo not given),0.5%,nt
O=C(Cn1cc(C(F)(F)F)ccc1=O)N/N=C/c1cccc(Cl)c1Cl,-0.6%,-8.7
COc1ccc(NC(=O)Cc2c[nH]c3ccccc23)cc1S(=O)(=O)N1CCCCC1,-4.1%,4.0
CC(C)n1nc(C(=O)Oc2cc(Cl)ccc2Cl)c2ccccc2c1=O,-1.1%,4.4
O=C(Cn1cnc2c(oc3ccccc32)c1=O)N1CCN(c2ccccc2)CC1,nt,8.6
Cc1ccc(C2(O)CCN3CCCCC32)cc1 (stereo not given),0.0%,-2.9
O=C1CN(C(=O)COC(=O)C23CC4CC(CC(O)(C4)C2)C3)c2ccccc2N1,-2.4%,13.4
O=C(CSc1nnc2c(Cl)cc(C(F)(F)F)cn12)N(Cc1ccccc1)Cc1ccccc1,3.4%,nt
Cc1nnc(SCC(=O)c2c(N)n(C)c(=O)n(C)c2=O)[nH]c1=O,0.9%,nt
CCn1c(SCC(=O)NC2CCCCC2C)nnc1-c1ccc(OC)cc1 (stereo not given),-2.5%,2.6
CN(C)C(=O)COn1c(SCC(=O)N(C)C)nc2ccccc2c1=O,2.8%,10.3
CC(C#N)On1c(SC(C)C#N)nc2ccccc2c1=O (stereo not given),1.7%,-9.0
C[N+]1(C)CCOC(O)(c2ccc(-c3ccc(C4(O)C[N+](C)(C)CCO4)cc3)cc2)C1 (stereo not given),-7.2%,nt
C=CCNC(=O)COc1ccc(Oc2ccccc2)cc1,6.0%,9.2
CCCCOC(=O)Cn1c(=O)oc2ccc(C)cc21,4.0%,8.2
O=C(Nc1nc2ccccc2s1)c1ccc(F)cc1,2.2%,4.8
CC(C)Sc1n[nH]c2nc3c(c(=O)n12)C1(CCCC1)Cc1ccccc1-3,0.2%,nt
O=C(NCCCn1ccnc1)C(Cc1ccc([N+](=O)[O-])cc1)N1C(=O)c2ccccc2C1=O (stereo not given),-3.1%,nt
COCc1cc(N2CCCC2)nc(-c2ccccc2)n1,1.4%,8.6
CC1CCN(C(C(=O)Nc2ccc3c(c2)OCO3)c2ccccc2)CC1 (stereo not given),-5.9%,6.8
CCn1c(CSCc2ccc(C)cc2)nnc1SCC(=O)NCc1ccccc1,0.1%,3.2
Cc1cccc(NC(=S)NCc2ccc(F)cc2)c1,0.9%,-9.2
COc1ccc(N=Cc2[nH]c3ccccc3c2O)cc1,-0.1%,-6.0
CN(C)c1ccc(NC(=O)Cn2ncn3c(cc4ccccc43)c2=O)cc1,-0.4%,5.5

# Sorted by count of non-hydrogen atoms (smallest number first): 3 of the compounds above.
SMILES,GlmU inhibition,RmlCD inh 1536
O=C(Nc1nc2ccccc2s1)c1ccc(F)cc1,2.2%,4.8
CC(C)n1nc(C(=O)Oc2cc(Cl)ccc2Cl)c2ccccc2c1=O,-1.1%,4.4
O=C(Cn1cnc2c(oc3ccccc32)c1=O)N1CCN(c2ccccc2)CC1,nt,8.6

# Continued.
SMILES,GlmU inhibition,RmlCD inh 1536
CCCc1nc2ccc(NC(C)=O)cc2c(=O)n1Cc1ccc(Cl)cc1,0.0%,-10.4
CN(C(=O)c1ccc2c(Cl)c3c(nc2c1)CCC3)c1ccccc1,-2.6%,nt
Cc1cc(C(=O)c2ccccc2)c(NC(=O)CCl)s1,-7.7%,-2.2
O=C(CO/N=C/c1c(Cl)cccc1Cl)NNC(=O)c1cccc(Cl)c1,0.3%,5.4
Cc1ccc(NC(=O)C(=O)NNC(=O)c2cccs2)cc1,2.0%,1.6
CCOC(=O)c1ccc2nc(NC(=O)C(C)C)sc2c1,7.5%,-5.8
COc1ccccc1/C=N\Nc1ccccc1[N+](=O)[O-],-4.0%,-5.5
O=S(c1ccsc1)c1ccsc1,6.3%,11.0
O=C(CSc1ccc(Cl)cc1)NNC(=O)c1cccnc1,0.3%,4.3
O=C(O)c1cc(-c2ccco2)nn1-c1cccc(Cl)c1,28.4%,-3.9
COc1ccc(C(=O)C2CCCN(Cc3cccn3-c3ccccn3)C2)c(OC)c1 (stereo not given),1.2%,-11.5
O=C(CSc1nnnn1-c1ccc(O)cc1)Nc1cccc(S(=O)(=O)N2CCCC2)c1,2.0%,nt
CC(C)C1COC(c2cccn2Cc2ccccc2Cl)=N1 (stereo not given),-3.1%,9.6
CCOc1ccc(/C=N/NC(=S)Nc2c(C)cccc2C)cc1,3.6%,nt
COc1ccc(CNC(=O)/C=C/C(=O)O)cc1OC,2.7%,4.1
Cc1ccc(SCCC(=O)Nc2ccccc2C(=O)NC(C)C)cc1,4.5%,9.7
CCCCCc1nc2c(C#N)c(-c3ccc(Cl)cc3)ccn2n1,-1.2%,1.1
COc1ccc2c(c1)cc1n2CCN=C1NCCO,-2.5%,5.5
COc1ccc(/C=N/N2CCOCC2)cc1Cn1nc(C)c([N+](=O)[O-])c1C,4.0%,-11.7
COc1cc2c(cc1O)CC[n+]1cc3c(OC)c(OC)ccc3cc1-2,-1.5%,nt
O=C(O)CC(C(=O)O)N1C(=O)/C(=C/C=C/c2ccco2)SC1=S (stereo not given),17.9%*,48.7
O=C(OCn1ncc(Cl)c(Cl)c1=O)c1ccc(F)cc1,4.7%,9.6
CCN(CC)C(=O)C1=C(C)NC(=O)NC1c1c(F)cccc1Cl (stereo not given),1.6%,7.2
C#CC[N+]1(CC#Cc2ccc(C)cc2)CCCCC1,-2.7%,nt
Cc1ccc2cccc(NC(=S)NC(=O)c3ccnn3C)c2n1,1.3%,nt

# In another format: 3 of the compounds above.
# Results follow in this order: GlmU inhibition, RmlCD inh 1536
Cc1ccc(NC(=O)C(=O)NNC(=O)c2cccs2)cc1
→ 2.0%, 1.6
COc1ccc(C(=O)C2CCCN(Cc3cccn3-c3ccccn3)C2)c(OC)c1 (stereo not given)
→ 1.2%, -11.5
Cc1ccc2cccc(NC(=S)NC(=O)c3ccnn3C)c2n1
→ 1.3%, nt

# Later entries
SMILES,GlmU inhibition,RmlCD inh 1536
CC(C)(C)c1ccccc1OCCOCCNCc1ccccc1,-3.1%,-8.9
COc1ccc(N2CCN(Cc3nc(-c4ccc(Cl)cc4Cl)no3)CC2)cc1,0.3%,3.6
C=CCn1c(COc2cccc(C)c2C)nnc1SCC(=O)N1CCN(c2ccccc2)CC1,-1.3%,-9.2
CCN(CCCNC(=O)CCn1c(=O)[nH]c2ccccc2c1=O)c1ccccc1,5.5%,nt
CSc1ccc(CN2CCN(CC=C(C)C)C(CCO)C2)cc1 (stereo not given),-2.2%,-3.9
C=CCn1c(=O)/c(=C/c2ccc(F)cc2)s/c1=C(\C#N)c1nnc2n1CCCCC2,2.3%,nt
CCOc1ccc2cc(C3CC(c4ccco4)=NN3S(C)(=O)=O)c(=O)[nH]c2c1 (stereo not given),-0.1%,-8.1
O=C(NC1CCCCC1)C1CCN(c2nnnn2-c2ccccc2)CC1,4.5%,nt
COC(=O)c1cc(C)sc1NC(=S)N1CCN(CCc2ccccc2)CC1,-1.4%,6.3
COC(=O)c1cn(NC(=O)c2ccncc2)c(=O)c2ccccc12,-3.5%,13.2
Clc1cccc(Nc2c3c(nc4ncnn24)CCC3)c1,0.8%,4.3
COc1ccc(N2CCN(C(=O)c3ccc(F)cc3)CC2)c([N+](=O)[O-])c1,8.0%,-6.3
COCCn1nnnc1C(c1cccs1)N1CCN(c2nc3ccccc3s2)CC1 (stereo not given),-0.8%,20.7
Cc1ccc(CNC(=O)/C=C/c2c(Cl)cccc2Cl)cc1,0.8%,-11.5
O=C(c1ccccc1)N(c1ccccc1)C1C=CS(=O)(=O)C1 (stereo not given),7.2%,nt
O=C(c1csc2c1CCCC2)N1CCN(c2ccccc2)CC1,1.9%,-2.7
CC(NC(=O)C1CCCN(S(=O)(=O)c2cnc[nH]2)C1)c1ccccc1 (stereo not given),0.4%,9.5
C#CCn1c(=NC(=O)c2ccc(Cl)s2)sc2cccc(OC)c21,-7.1%,-5.4
CCCCNC(=O)N1CCN(Cc2cccc(F)c2)CC1,-1.6%,4.2
CCC12CN3CCN(CC(C3)/C1=N\NC(=O)c1ccc(Cl)cc1)C2,-0.8%,-31.8
Cc1ccc(S(=O)(=O)Oc2ccc(C)cc2/C=N/N=C2\NC(=O)C(C)S2)cc1 (stereo not given),-2.4%,4.5
O=C(c1cc(-c2ccc(Cl)cc2)n(-c2ccc(Cl)cc2Cl)n1)N1CCOCC1,0.1%,-3.2
COc1ccc(NC(=S)Nc2ccccc2C(F)(F)F)cc1,-3.0%,-6.5
Cc1ccc(-c2noc(CCCN3C(=O)c4ccccc4C3=O)n2)cc1,-1.9%,25.9
COc1cc2occc2c2oc(=O)ccc12,-1.2%,nt

# Carrying on:
SMILES,GlmU inhibition,RmlCD inh 1536
CCn1c(NCc2cc(OC)ccc2OC)nc2ccccc21,7.3%,13.9
Cn1c(=O)cc(OCC(=O)Nc2ccccn2)c2ccccc21,0.8%,3.2
CCN1CCN(CC(=O)Nc2sc3c(c2C#N)CCC3)CC1,-1.6%,-15.9
O=S(=O)(Nc1nc2ccccc2nc1Nc1cccc(S(=O)(=O)N2CCCCC2)c1)c1ccccc1,1.9%,-0.4
COc1ccc(/C=C/C(=O)OCC(=O)Nc2cc(C(N)=O)cc(C(N)=O)c2)cc1,-2.3%,-3.9
CCSc1cc(C2C(C#N)=C(N)OC(C)=C2C(=O)OC)c(C)o1 (stereo not given),-1.8%,8.4
O=C(NCc1ccc(F)cc1)c1ccc(S(=O)(=O)Nc2cccc(C(F)(F)F)c2)cc1,-3.3%,-3.1
O=C(NC1CCN(Cc2ccccc2)CC1)C1CCCN(c2nnc(-n3cccc3)s2)C1 (stereo not given),-7.8%,12.1
CC(=O)N1c2ccc(Cl)cc2C2OCCC2C1c1ccco1 (stereo not given),4.3%,-5.6
Cc1cc(=O)oc2cc(NC(=O)c3cc([N+](=O)[O-])ccc3N3CCOCC3)ccc12,-1.4%,nt
CC(C(=O)N1CCN(C=O)CC1)N1C(=O)c2ccccc2C1=O (stereo not given),-2.8%,2.0
O=c1c2ccc(Cl)cc2[nH]c(=S)n1Cc1cccnc1,nt,-7.8
CC(Sc1ccc2ccccc2n1)C(=O)O (stereo not given),nt,3.1&44.6
Cc1ccc(CNC(=O)NCc2ccccc2)cc1,0.4%,-3.5
Cc1ccc(/C=C/C(=O)NCc2ccco2)o1,6.6%,-6.5
O=C1CC(c2cccc([N+](=O)[O-])c2)c2ccc3ccccc3c2N1 (stereo not given),0.4%,9.3
O=C(O)CSC(=S)N1CC2CC(C1)c1cccc(=O)n1C2 (stereo not given),0.6%,nt
CCCCCCCCC/C(=N\O)c1ccccn1,2.3%,nt
O=C(NCCc1ccccc1F)C(=O)Nc1nccs1,2.1%,6.9
COC(=O)C1=NN(c2ccccc2)C2(S1)S/C(=C\c1ccccc1)C(=O)N2c1ccccc1 (stereo not given),2.7%,nt
O=C(Nc1cccc(Cl)c1Cl)c1ccncc1,0.9%,nt
CC1=Nc2ccccc2/C1=C/c1sc(=O)n(CC(=O)N2CCCC2)c1O,-1.3%,nt
Cc1ccc(NC(=O)c2cc(-c3ccco3)on2)cc1C,2.9%,nt
COc1ccc(NC(C)=O)cc1NC(=O)CN1CCN(S(=O)(=O)c2ccc(C(C)C)cc2)CC1,0.0%,-12.8
C=CCn1c(=O)/c(=C2/Sc3cc(OC)ccc3N2C)s/c1=C1\C(=O)N(CC)C(=S)N1C,1.6%,-7.6

# (cont.)
SMILES,GlmU inhibition,RmlCD inh 1536
CCOc1ccc(-c2nnc(SCc3nnc(-c4ccccc4)o3)n2-c2ccccc2F)cc1,3.8%,nt
O=c1c(Cc2ccccc2)c(O)nc2n1CCCS2,1.8%,nt
O=C(c1ccc(Cl)cc1)c1cn[nH]c1-c1ccccc1O,-3.0%,-9.0
CCOc1ccc(NC(=O)N(CC(C)C)CC(C)C)cc1,0.6%,-9.1
CN(C)S(=O)(=O)c1cccc(NC(=O)COC(=O)COc2ccccc2[N+](=O)[O-])c1,1.3%,-14.7
O=C(Nc1cccc(C(F)(F)F)c1)C(=O)N1CCCCC1,-2.6%,nt
CCn1nc(C(=O)OCC(=O)NC(C)C)c2ccccc2c1=O,-0.6%,-1.3
O=C(c1ccc(F)cc1)C1CCN(C(=O)N2CCOCC2)CC1,-5.6%,nt
O=C(CC12CC3CC(CC(C3)C1)C2)NCO,1.6%,2.8
COc1ccc(-c2ccc(SCC(=O)NCc3ccco3)nn2)cc1,5.1%,nt
COC(=O)c1ccccc1S(=O)(=O)N(CCCO)Cc1cc2c(C)ccc(C)c2[nH]c1=O,2.0%,-2.7
COc1ccc(C(=O)N/N=C/C(Br)=C/c2ccccc2)cc1,-7.1%,-5.1
CCSc1ccccc1C(=O)Nc1cc(C)on1,0.8%,nt
N#CCC(=O)Nc1ccc(C(=O)Nc2cccc(S(N)(=O)=O)c2)cc1,4.2%,-2.1
Cc1ccc(S(=O)(=O)N2CCN(S(=O)(=O)N3CCCCCC3)CC2)cc1,0.7%,0.9
CCOC(=O)C1CCCN(C2CC(=O)N(c3cccc(C(F)(F)F)c3)C2=O)C1 (stereo not given),-0.7%,7.4
CCOC(=O)c1cc2c(nc1C)-c1cc(Cl)cc(Cl)c1OC2O (stereo not given),-1.6%,-10.8
CC1(C(=O)O)Cc2ccccc2C(=O)O1 (stereo not given),4.2%,5.3
CCn1cc(C2=NOC(C(=O)Nc3c(C)nn(Cc4ccc(F)cc4)c3C)C2)c(C)n1 (stereo not given),10.0%,-8.1
O=C1CC(c2ccc(F)cc2)Cc2nc(NCC3CCCO3)ncc21 (stereo not given),0.9%,-4.5
O=C(NCc1ccc2c(c1)OCO2)c1cc(=O)[nH]c2ccccc12,1.6%,-10.1
CCN(CC)C(=O)Oc1ccc(Cl)c2ccccc12,3.6%,-1.9
O=C(O)c1ccc2cccc(Cl)c2c1O,-1.6%,7.1

# Two records drawn at random from the list so far:
SMILES,GlmU inhibition,RmlCD inh 1536
C#CCn1c(=NC(=O)c2ccc(Cl)s2)sc2cccc(OC)c21,-7.1%,-5.4
Cc1ccc(S(=O)(=O)Oc2ccc(C)cc2/C=N/N=C2\NC(=O)C(C)S2)cc1 (stereo not given),-2.4%,4.5
